ARNT TACC3 PPI: disruptors of human ARNT/TACC3 interaction. AlphaScreen His-ARNT PAS-B/GST-TACC3 binding, luminescence; TACC3 fragment carries E629A point mutation. actives 0.66% (n = 390,000). AID 623870. inhibition, % at 9.99 µM. Q9Y6A5;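 active = mean inhibition of replicates at least 50% and at least half of replicates each reaching 50%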;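 note: 0% = complete ARNT plus TACC3 wells and 100% = ARNT alone without TACC3; many hits fall short of the cut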
The depositor's hits bear a star.

SMILES	ARNT TACC3 PPI
Cc1cc(NC(=O)CCCC(=O)OCC(F)(F)C(F)F)cc(C)c1C(=O)O	-2
CN(C)C(=O)c1ccccc1Sc1ccc(Cl)cc1Cl	-4
CCOc1ccc(S(=O)(=O)Nc2cc(C)ccn2)c2ccccc12	-5
CCc1ccc2[nH]c(=O)c(C(c3nnnn3CCOC)N3CCN(c4ccc(F)cc4)CC3)cc2c1 (stereo unspecified)	13
COc1ccc(NC(=O)CSc2nnc(-c3cccs3)n2-c2ccccc2)cc1	-10
Cc1ccc(S(=O)(=O)NCCNc2ccc([N+](=O)[O-])cc2C(F)(F)F)cc1	28
Cc1cc(C)n2nc3nc4c(cc3c2n1)CCCC4	15
Cc1cc(C(=O)OCC(=O)N2CC(C)CC(C)C2)c(C)o1 (stereo unspecified)	-3
CCN(C(=O)c1sc(N)c(C#N)c1C)C1CCCCC1	-4
CCCc1nc2ccccc2c(=O)n1/N=C/c1ccc(O)c(O)c1	14
Cc1cccc(N(CC(=O)Nc2ccc(-c3nc4ccc(C)cc4s3)cc2)S(C)(=O)=O)c1	-2
COc1cccc(OC)c1-c1nn2c(-c3ccccc3Cl)nnc2s1	0
CCOC(=O)CSc1nc2cc(C(=O)N3CCC(C(N)=O)CC3)ccc2c(=O)n1-c1ccccc1	-1
COc1ccc(Cl)cc1-c1nc(-c2ccc(NC(=O)c3cccs3)cc2)no1	-3
CCCc1oc2c(c(=O)c1CC)C(=O)CC(C)(C)C2	0
Nc1c(N=Nc2cccc(Cl)c2)c(=O)[nH]n1-c1ccccc1	4
Oc1ccc2ccccc2c1C=NC12CN3CCN(CN(C3)C1)C2	67*
CCOc1ccc(C(=O)CCN2CCCCCC2)cc1	-26
O=C(Cn1c(C(F)(F)F)nc2ccccc21)NCCCN1CCOCC1	-6
C/C(CC(=O)Nc1ccc(Cl)cc1Cl)=N\NC(N)=S	3
COc1cccc(N2C(=O)C3C(C2=O)C2C=CC3C23CC3)c1 (stereo unspecified)	-3
CC(=O)Cc1nsc(NC(=O)c2cc(-c3cccc(C(F)(F)F)c3)oc2C)n1	22
Cc1ccc(OCCN2CCN(c3ncnc4sc(C)c(C)c34)CC2)cc1	3
COc1c(Cl)cc(Cl)cc1C(=O)n1nc(C)cc1C	-5
COCCCNC(=O)CN1C(=O)c2ccccc2C1=O	-3

Gathered by group: those above containing an aryl thioether with sulfur outside any ring
SMILES	ARNT TACC3 PPI
CN(C)C(=O)c1ccccc1Sc1ccc(Cl)cc1Cl	-4
COc1ccc(NC(=O)CSc2nnc(-c3cccs3)n2-c2ccccc2)cc1	-10
CCOC(=O)CSc1nc2cc(C(=O)N3CCC(C(N)=O)CC3)ccc2c(=O)n1-c1ccccc1	-1

Shown field by field: four of the compounds above
Structure: CCCc1oc2c(c(=O)c1CC)C(=O)CC(C)(C)C2
  ARNT TACC3 PPI = 0

Structure: Nc1c(N=Nc2cccc(Cl)c2)c(=O)[nH]n1-c1ccccc1
  ARNT TACC3 PPI = 4

Structure: Oc1ccc2ccccc2c1C=NC12CN3CCN(CN(C3)C1)C2
  ARNT TACC3 PPI = 67*

Structure: CCOc1ccc(C(=O)CCN2CCCCCC2)cc1
  ARNT TACC3 PPI = -26

Reprinted at random: 6 compounds from above, in no set order.
SMILES	ARNT TACC3 PPI
CCc1ccc2[nH]c(=O)c(C(c3nnnn3CCOC)N3CCN(c4ccc(F)cc4)CC3)cc2c1 (stereo unspecified)	13
COCCCNC(=O)CN1C(=O)c2ccccc2C1=O	-3
CCCc1nc2ccccc2c(=O)n1/N=C/c1ccc(O)c(O)c1	14
CN(C)C(=O)c1ccccc1Sc1ccc(Cl)cc1Cl	-4
Cc1ccc(OCCN2CCN(c3ncnc4sc(C)c(C)c34)CC2)cc1	3
CCN(C(=O)c1sc(N)c(C#N)c1C)C1CCCCC1	-4

Later entries:
SMILES	ARNT TACC3 PPI
O=S(=O)(c1ccc(Cl)cc1)c1ccccn1	24
CCc1cc(C(=O)NNC(=S)NCC2CCCO2)cs1 (stereo unspecified)	-3
O=S(=O)(c1ccc(Br)s1)N1CCCCC1	8
CCNc1cc(Cl)nc(SC)n1	-3
CCOC(=O)N1CCN(C(=O)Cn2c(=O)sc3ccccc32)CC1	-5
NC(=S)N/N=C/c1ccc(-c2cccc([N+](=O)[O-])c2)o1	3
Cc1nn2cc(-c3ccccc3)nc2[nH]c1=O	8
COc1ccc(OC(=O)c2cccc([N+](=O)[O-])c2)c(C(=O)/C=C/c2cccs2)c1	-1
Clc1ccc(-c2nc(/C=N/N3CCOCC3)c3ccccn23)cc1	9
CC(=O)CCS(=O)(=O)c1ccc(NC(C)=O)cc1	12
CC(NC(=O)COc1ccc(/C=N/NS(=O)(=O)c2ccccc2)cc1)c1ccccc1 (stereo unspecified)	-5
O=C(CSc1nc2ccccc2c(=O)n1-c1ccccc1)N1CCCC1	-3
COc1ccc(CN(C)CCc2ccccn2)c(OC)c1OC	2
COCc1nc2ccccc2n1Cc1ccccc1	-3
Cc1onc(-c2ccccc2)c1C(=O)N1CCN(C)CC1	-6
O=C(c1cnccn1)N1CCN(C/C=C/c2ccccc2)CC1	-3
CCOc1ccc(S(=O)(=O)n2ccc(C)n2)c2ccccc12	-1
Cn1c(SCC(=O)N2CCOCC2)nnc1-c1ccc(Cl)cc1Cl	-6
O=C(NCCN1CCOCC1)c1cc(-c2ccc(F)cc2)on1	-3
O=S(=O)(NCCSc1ccccc1)c1ccc(F)cc1	-7
CCCc1cc2c(cc1NC(=O)c1ccccc1C)OCO2	-5
O=C(COC(=O)c1cc(S(=O)(=O)N2CCOCC2)c(Cl)cc1Cl)Nc1ncc(C(F)(F)F)cc1Cl	-9
Cc1c(C(=O)NCCCN2CCOCC2)sc2ncnc(N3CCN(c4ccccc4)CC3)c12	-1
CCOC(=O)c1c(NC(=O)c2nn(CC)cc2Br)sc2c1CCCCC2	-2
COc1ccc(C(=O)/C=C/c2cccs2)c(OC(=O)c2cccc([N+](=O)[O-])c2)c1	-1
(list continues)
SMILES	ARNT TACC3 PPI
O=C1Nc2cc(Cl)ccc2C1(N1CCNCC1)C(F)(F)F (stereo unspecified)	-5
CCOc1c(S(=O)(=O)N2CCCC2)ccc(Cl)c1Cl	-8
Cc1ccc2[nH]c(=O)c(CN(CCO)Cc3nnnn3CCc3ccccc3)cc2c1	1
O=C(c1cc2ccccc2oc1=O)N(Cc1ccco1)C1CCS(=O)(=O)C1 (stereo unspecified)	-1
CN1CCN(C(=O)c2ccc(S(=O)(=O)c3ccc(Br)cc3)cc2)CC1	-2
O=C(c1ccc(S(=O)(=O)N2CCOCC2)cc1)N1CCN(c2ccccc2F)CC1	-2
O=C(CSc1ccc(Cl)cc1)NC1CCCC1	-2
CC(C)CCn1c(SCCc2ccccc2)nc2c1c(=O)[nH]c(=O)n2C	-6
COc1cccc(CC(NC(C)=O)C(=O)NC2CCN(S(=O)(=O)c3cccc4ccccc34)CC2)c1 (stereo unspecified)	-4
COc1ccc(CCC(=O)Nc2cc(Cl)ccc2OC)cc1	-4
CCN(CC)S(=O)(=O)c1cccc(C(=O)OCc2cc(=O)n3nc(C)sc3n2)c1	1
CCN(CC)CCNC(=O)c1ccc(Cl)c(S(=O)(=O)N2CCCCCC2)c1	1
CC(C)CCNC(=O)c1ccc(CSCc2cccc(F)c2)o1	-5
Cc1ccc(N2CC(C(=O)NCC3CCCO3)CC2=O)cc1Cl (stereo unspecified)	-3
Cc1ccc(S(=O)(=O)NC(CC(=O)O)c2ccccc2)cc1 (stereo unspecified)	1
Cc1cc(C)n(CNc2nc(C(F)(F)F)cs2)n1	-36
CCC1(CC)C(=O)NC(=O)NC1=NCCc1ccc(O)cc1	-4
CCc1nc(SCC(=O)Nc2c(C)n(C)n(-c3ccccc3)c2=O)n[nH]1	-16
O=C(Nc1cccc(O)c1)C1CCCN1C(=O)OCc1ccccc1 (stereo unspecified)	-13
N#Cc1c(NC(=O)CSc2nnc(-c3ccco3)n2-c2ccccc2)sc2c1CCC2	-1
CCNc1nc(NC(C)C)nc(NS(=O)(=O)c2ccc(Cl)cc2)n1	-4
Cc1ccc2nc(Cc3ccc(N)cc3)[nH]c2c1	3
O=C(NCCc1ccccc1F)[C@@H]1CSC2c3ccccc3C(=O)N21 (stereo partly specified)	11
CCCn1c(SCC(=O)c2ccc3c(c2)OCCO3)nnc1C(C)C	-5
CSc1nc(Oc2ccc(F)cc2)c2ccccc2n1	-2

Ordered by value in ARNT TACC3 PPI (highest first): some entries from above
SMILES	ARNT TACC3 PPI
CN1CCN(C(=O)c2ccc(S(=O)(=O)c3ccc(Br)cc3)cc2)CC1	-2
COc1cccc(CC(NC(C)=O)C(=O)NC2CCN(S(=O)(=O)c3cccc4ccccc34)CC2)c1 (stereo unspecified)	-4
CCOc1c(S(=O)(=O)N2CCCC2)ccc(Cl)c1Cl	-8

New compounds follow
SMILES	ARNT TACC3 PPI
Cn1cccc1C(=O)NC(=O)COC(=O)c1ccccc1Sc1ccccc1C#N	-18
C=CCOc1ccc(C[C@H](N)C(=O)NC[C@H]2O[C@@H](n3cnc4c(N)ncnc43)[C@H](O)[C@@H]2O)cc1	-1
NC(=O)CSc1nnc2sc3ccccc3n12	-12
Cc1nccn1CC(O)COC1CCCCC1 (stereo unspecified)	-18
CCc1c(C)sc(NC(=O)c2cc(-c3ccco3)on2)c1C#N	10
Cc1ccccc1/C=C1\Sc2ccc(C(=O)N3CCN(c4ccccn4)CC3)cc2N(C)C1=O	6
Cc1nnc(SCC(=O)Nc2ccc(S(=O)(=O)N3CCCCC3)cc2)s1	10
COc1ccc(CCNC(=O)c2ccc(NS(=O)(=O)c3c(C)noc3C)cc2)cc1OC	3
CCOC(=O)c1c(C)nc2sc(C(=O)Nc3ccccc3)c(N)c2c1-c1ccc(OC)cc1	-17
O=C(CCc1nc2cccnc2n1Cc1ccccc1)N1CCOCC1	-9
COC(=O)CCC(=O)NNC(=O)CCCOc1ccc(Cl)cc1Cl	-10
COc1c(S(=O)(=O)NCCN2CCOCC2)ccc(Cl)c1Cl	-5
CCOC(=O)CC1(CC(=O)OCC)NC(=O)c2c(C)sc(C(=O)OCC)c2N1	-4
COc1ccc(CC(=O)NCCc2ccc(S(N)(=O)=O)cc2)cc1	11
Cc1cc(C)n2nc(-c3cccnc3)nc2n1	8
O=C(C1CCN(S(=O)(=O)N2CCCC2)CC1)N1CCCCC1	13
O=C(N/N=C/c1ccncc1)c1cc([N+](=O)[O-])cc([N+](=O)[O-])c1O	-9
Cc1ccc(-c2nc3ccc(C(=O)O)cc3nc2-c2ccc(C)cc2)cc1	0
CCCN=C1N/C(=C\c2ccco2)C(=O)N1c1ccccc1	7
COc1cc2c(cc1OC)C(C(=O)NCCN1CCOCC1)C1c3ccccc3CCN1C2=O (stereo unspecified)	-4
C=CCc1ccccc1OCC(O)CN(CC)CC (stereo unspecified)	10
COc1ccc2oc(-c3ccc(C)c(NC(=O)c4ccc(N5CCOCC5)c([N+](=O)[O-])c4)c3)nc2c1	-4
CCNc1nc(-c2ccc(Cl)cc2)cs1	1
O=C1NC2(CCCCC2)NN1c1ccccc1	-7
CC(OC(=O)Cn1c(C(F)(F)F)nc2ccccc21)C(=O)N1CCCc2ccccc21 (stereo unspecified)	4
(list continues)
SMILES	ARNT TACC3 PPI
COc1ncnc2sc(-c3ccccc3)cc12	10
CCOc1ccc(CN(CCO)CCO)cc1[N+](=O)[O-]	-2
O=c1[nH]c(CN2CCN(CCO)CC2)nc2ccccc12	5
COC(=O)c1ccccc1NC(=O)CSc1ccccc1	-12
COc1ccc(OCC(O)CNC(=O)c2ccccc2C(=O)O)cc1 (stereo unspecified)	-22
Nc1nc(-c2ccc(Cl)cc2Cl)cn1N	14
O=C(CN1CCN(C(=O)c2ccccc2F)CC1)Nc1ccc(Br)cc1	-6
CCCN(Cc1ccc(N(CC)CC)cc1)CC1CC1	5
Oc1ccc(COCc2ccccc2)c2cccnc12	80*
CCS(=O)(=O)n1nc(-c2ccc(OC)cc2)nc1SC	-5
Cc1ccccc1NC(=O)c1cnc2ccccn2c1=O	0
COc1ccc(/C=N/NC(=O)c2ccccc2)cc1CN1CCN(c2ccc(F)cc2)CC1	0
COc1ccc(Nc2nc(C)cc(C)c2C#N)cc1	-8
CCOC(=O)c1c(NC(=O)c2cccs2)sc2c1CCCC2	-11

These rows are one share of the data, so the mix of outcomes need not match the whole.
